TAG inh = inhibitors of triacylglycerol accumulation; H9c2 cells, Nile Red lipid (TAG) fluorescence; cells loaded with 200 µM oleic acid; inhibition, % at 12.5 µM; actives 0.66% (n = 230,000);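 active = pattern-corrected inhibition of lipid staining of at least 50% with the nuclear-stain viability signal not falling by more than 50%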;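 also: 0% = DMSO wells and 100% = triacsin C control wells; some results filed as inactive read as strong as hits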
TAG inh DAPI viability = further read-out of TAG inh, marked with its call; DAPI nuclei signal change (viability), lower = more cytotoxic, %;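 whole-well DAPI fluorescence read on a plate reader as a viability signal; minus 50 percent equals half of cells still viable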
* = called active by the depositor. These rows are one share of the data; count on the stated rates, not on these rows.

Values run as follows: TAG inh DAPI viability | TAG inh
- O=C(CSC1=NCCS1)NC(NC(=O)CSC1=NCCS1)c1ccccc1
  0 | -1
- Cc1ccc(-c2nc(-c3ccccn3)no2)cc1Cl
  0 | -14
- CCn1c(=O)c(C(=O)Nc2nc3ccccc3[nH]2)c(O)c2ccccc21
  10 | -3
- Cc1n[nH]c(=O)nc1N1CCc2ccccc2C1
  -1 | 3
- Cc1ccccc1NC(=O)Cc1nc(COC(=O)CC(C)c2ccccc2)cs1 (stereo unspecified)
  2 | -5
- O=C(Cn1c(=O)oc2ccccc21)Nc1ccc(F)cc1
  -1 | 7
- COc1ccccc1S(=O)Cc1ccc(C(=O)NCc2ccccc2Cl)o1 (stereo unspecified)
  -6 | -18
- COc1ccc(N(CC(=O)Nc2c(C)cccc2C)S(=O)(=O)c2ccccc2[N+](=O)[O-])c(OC)c1
  -5 | 5
- Cc1ccccc1SCc1noc(C(=O)NCC2CCCO2)c1C(=O)O (stereo unspecified)
  0 | -34
- CC(C)CNC(=O)c1cc(S(=O)(=O)N2CCOCC2)ccc1N1CCCC1
  -2 | -6
- Nc1cc2cccnc2cc1Cl
  -5 | -5
- O=C(OCc1ccccc1)N1CCC2CC1c1cc(-c3ccccc3)ccc12 (stereo unspecified)
  -1 | -6
- COc1cccc(CNc2ccc3[nH]c(=O)[nH]c3c2)c1OCc1ccccc1
  2 | -5
- O=C(c1cc([N+](=O)[O-])ccc1N1CCCC1)N1CCCCC1
  -1 | -6
- CN(C(=O)COC(=O)c1ccc([N+](=O)[O-])cc1N)c1ccccc1
  7 | 0
- Cc1occc1-c1nnc(SCC(=O)Nc2ccccc2)n1C
  -8 | -1
- COC(=O)c1sc(N2C(=O)c3oc4ccccc4c(=O)c3C2c2cccc(O)c2)nc1C (stereo unspecified)
  -4 | 2
- COCCNC(=S)N1CCC(C(=O)c2ccc(Cl)cc2)CC1
  4 | 1
- COc1ccc(CN(C)CC(=O)NC2CCCc3ccccc32)cc1OC (stereo unspecified)
  1 | 8
- O=C1NC(=O)C(c2ccc(Cl)cc2)N1 (stereo unspecified)
  -8 | 2
- CC(=O)NC(Cc1cc(C)ccc1C)C(=O)N1CCN(C(=O)c2ccc(Br)cc2)CC1 (stereo unspecified)
  -10 | 8
- Oc1ccc(/C=N/N=C/c2ccc(O)cc2)cc1
  -5 | 10
- COc1cccc(-c2csc(N3CCN(C(=S)Nc4cccc(C)c4)CC3)n2)c1
  -5 | 4
- c1ccc(C(c2nnnn2C2CCCC2)N2CCN(c3nc4ccccc4s3)CC2)cc1 (stereo unspecified)
  -1 | 1
- Clc1ccc(OCc2nnc3n2N=C(c2ccc4c(c2)OCCO4)CS3)c(Cl)c1
  8 | 31
- COC(=O)c1cccc(NC(=S)Nc2cc(Cl)ccc2OC)c1
  1 | -2
- Cc1ccc(C)c(S(=O)(=O)Nc2ccc(C(=O)NCC(c3ccco3)N(C)C)cc2)c1 (stereo unspecified)
  8 | -9
- COC(=O)C1CSC(c2ccc(Cl)cc2)N1C(=O)c1ccccc1 (stereo unspecified)
  -6 | -12
- CC1(C(=O)NS(=O)(=O)C2CC2)CCN(C(=O)C2(c3ccc(Cl)cc3)CCCC2)C1 (stereo unspecified)
  8 | 2
- CC(C)C[C@@]12C(=O)N(c3cccc(F)c3)C(=O)N1[C@H](c1ccc(Cl)cc1)[C@@H]1C(=O)N(C3CCCCC3)C(=O)[C@@H]12
  3 | 21
- COc1cccc(NC(=O)CN2C(=O)NC(Cc3c[nH]c4ccccc34)C2=O)c1 (stereo unspecified)
  -8 | -3
- OC(CN1CCOCC1)CN1CCOCC1
  -5 | 10
- O=C(O/N=C/c1ccc(Br)cc1)c1ccc(F)cc1
  -7 | 2
- CN(C(=O)CCN1C(=O)/C(=C/c2ccc(F)cc2)SC1=S)C1CCS(=O)(=O)C1 (stereo unspecified)
  4 | 10
- CSc1ccccc1-c1nnc(-c2ccc(Cl)cc2)o1
  -11 | 5
- CC(Cc1cccnc1)NC(=O)c1cc(COc2ccc(F)cc2Cl)on1 (stereo unspecified)
  -3 | 20
- CCSc1nc(C2CC2)cc(-c2ccco2)c1C#N
  -6 | 9
- Cc1ccc(-c2nc(NC(=O)CSc3nnc4scc(-c5ccccc5)n34)ns2)cc1
  0 | -7
- O=C(O)CC(SCC(=O)NC1CCCc2ccccc21)C(=O)O (stereo unspecified)
  -4 | 1
- COc1ccc(OC)c(-n2nnnc2SCC(=O)Nc2ccccc2OC)c1
  -6 | -7

A run of entries taken from the entries so far:
Values run as follows: TAG inh DAPI viability | TAG inh
- COc1cccc(NC(=O)CN2C(=O)NC(Cc3c[nH]c4ccccc34)C2=O)c1 (stereo unspecified)
  -8 | -3
- OC(CN1CCOCC1)CN1CCOCC1
  -5 | 10
- O=C(O/N=C/c1ccc(Br)cc1)c1ccc(F)cc1
  -7 | 2
- CN(C(=O)CCN1C(=O)/C(=C/c2ccc(F)cc2)SC1=S)C1CCS(=O)(=O)C1 (stereo unspecified)
  4 | 10
- CSc1ccccc1-c1nnc(-c2ccc(Cl)cc2)o1
  -11 | 5
- CC(Cc1cccnc1)NC(=O)c1cc(COc2ccc(F)cc2Cl)on1 (stereo unspecified)
  -3 | 20
- CCSc1nc(C2CC2)cc(-c2ccco2)c1C#N
  -6 | 9

(further entries)
Values run as follows: TAG inh DAPI viability | TAG inh
- CCC(CN(C)C)Oc1cc(NCc2ccccc2)c2ncn(C(C)C)c2c1 (stereo unspecified)
  -12 | 9
- COC(=O)c1sccc1NC(=O)CC1C(=O)NCCN1C(=O)c1ccc(N(C)C)cc1 (stereo unspecified)
  11 | -4
- Cc1cc(C(F)(F)F)n2ncc(C(=O)O)c2n1
  -1 | 4
- CCOc1ccc(NC(=O)C2CCCN(C(=O)Nc3ccccc3)C2)cc1 (stereo unspecified)
  3 | 28
- COc1ccc(C(C)(C)C)cc1NC(=O)CN1C(=O)C(=O)N(Cc2ccco2)C1=O
  7 | -10
- Cc1cc(C)cc(NC(=O)COC(=O)CNC(=O)C2CCCCC2)c1
  2 | -15
- O=C(CNC(=O)c1cccc(OC(F)F)c1)OCn1nnc2ccccc2c1=O
  2 | -5
- CSc1nsc(NN)n1
  10 | -4
- CC(=O)c1cccc(NC2c3ccccc3C(=O)N2Cc2ccc3c(c2)OCO3)c1 (stereo unspecified)
  -10 | -7
- CCc1onc(C)c1C(=O)O
  1 | -12
- CCOP(=O)(c1ccc(N(C)C)cc1)C(O)c1cc(OC)c(OC)c(OC)c1 (stereo unspecified)
  -12 | 2
- CC(C)OC(=O)Nc1ccc2c(c1)N(C(=O)CCN(C)C)c1ccccc1CC2
  -2 | 0
- COCCNC(=O)CCCn1c(=O)c2cc(OC)c(OC)cc2n(CC(=O)c2ccccc2)c1=O
  -6 | 11
- CCOc1ncccc1C(=O)OCC(=O)Nc1ccc(S(=O)(=O)N2CCOCC2)cc1
  -7 | -2
- Cc1nn(-c2ccccc2)c(C)c1NC(=O)COc1ccc(F)cc1Cl
  4 | -4
- O=C(O)/C=C/C(=O)Nc1cccc(C(F)(F)F)c1
  1 | 15
- C/C(N)=C(/C#N)C(=O)COC(=O)c1ccncc1
  7 | 1
- CC(C)(C)OC(=O)N1CCC(CC2CC(c3ccccc3)=NO2)(C(=O)O)CC1 (stereo unspecified)
  3 | -56
- Cc1ccc(NC(=O)C2Cc3ccccc3C(=O)O2)cc1 (stereo unspecified)
  1 | -5
- C/C(=N\OC(=O)Nc1ccc(Cl)cc1)c1ncc(C(F)(F)F)cc1N1CCOCC1
  -4 | 5

Compound profiles, from the list above:
Cc1n[nH]c(=O)nc1N1CCc2ccccc2C1 is entered as TAG inh DAPI viability: -1; TAG inh: 3
CC(C)CNC(=O)c1cc(S(=O)(=O)N2CCOCC2)ccc1N1CCCC1 is entered as TAG inh DAPI viability: -2; TAG inh: -6

Reformatted field by field: part of the list above.
CCOc1ncccc1C(=O)OCC(=O)Nc1ccc(S(=O)(=O)N2CCOCC2)cc1
  TAG inh DAPI viability = -7
  TAG inh = -2
Cc1nn(-c2ccccc2)c(C)c1NC(=O)COc1ccc(F)cc1Cl
  TAG inh DAPI viability = 4
  TAG inh = -4
O=C(O)/C=C/C(=O)Nc1cccc(C(F)(F)F)c1
  TAG inh DAPI viability = 1
  TAG inh = 15

Additional compounds follow:
Values run as follows: TAG inh DAPI viability | TAG inh
- CC1CCN(C(=O)C(Cc2ccccc2)n2cccc2)CC1 (stereo unspecified)
  -3 | -12
- Cc1cc(Cl)ccc1OC(C)C(=O)Nc1ccc(S(=O)(=O)Nc2cnc3ccccc3n2)cc1 (stereo unspecified)
  4 | -6
- COCC(=O)Nc1nnc(CCc2ccccc2)s1
  21 | -6
- COC(=O)c1ccc[n+](CC(=O)Nc2ccc(OC(F)F)cc2)c1
  1 | -3
- O=C(NCCCc1ccccc1)C1CCC(=O)N(CCc2ccc(Cl)cc2)C1 (stereo unspecified)
  3 | 17
- CCOc1ccc(S(=O)(=O)N(CC(N)=O)c2ccc(C)cc2)cc1
  -6 | 13
- CN(C)c1ccc(CC(=O)N2CCCC(c3cc(C(=O)Nc4ccc5c(c4)OCO5)no3)C2)cc1 (stereo unspecified)
  19 | -24
- CC(NC(=O)CN(C)Cc1cccs1)c1ccccc1 (stereo unspecified)
  4 | -6
- CN(Cc1ccccc1)c1nc2c(c(=O)n(C)c(=O)n2C)n1CCCc1ccccc1
  5 | 1
- COCCCNC(=S)NNC(=O)c1ccccc1Br
  1 | 8
- CCOc1ccccc1NC(=O)c1oc2ccccc2c1NC(=O)C1CC1
  3 | -13
- CC(NC(=O)c1cccc(S(=O)(=O)N2CCN(C)CC2)c1)c1ccc(Cl)cc1Cl (stereo unspecified)
  5 | 3
- Cc1cc(=O)n(Cc2ccccc2)c(O)c1C#N
  -10 | 11
- NC(=O)C1=C[C@@H](c2ccc(Br)cc2)C[C@@H](OCc2ccc(CO)cc2)O1
  3 | -19
- O=C(NC1CCCCC1)c1sc(=S)n2c1[nH]c(=O)c1ccccc12
  13 | -3
- O=C1NC(=O)C(=Cc2ccc(Cl)c(Cl)c2)S1
  10 | 3
- COc1ccc(C(O)P(=O)(OCCC(C)C)c2ccc(N(C)C)cc2)cc1OC (stereo unspecified)
  -2 | -9
- CCO[C@H]1OC(C(N)=O)=C[C@@H](C)[C@@H]1CCCO
  -1 | -5
- COc1ccc(COC(=O)c2ccc(C)c(S(=O)(=O)N3CCOCC3)c2)cc1F
  -1 | -13
- CCOC(=O)C1CCCN(C(=O)CS(=O)(=O)Cc2ccccc2)C1 (stereo unspecified)
  7 | 3
- CC(OCC(O)CN1CCN(S(=O)(=O)c2ccc(Cl)cc2)CC1)c1ccc(Cl)cc1 (stereo unspecified)
  7 | -25
- Cc1ccc(OCCn2cc(C(=O)O)c3ccccc32)cc1
  -4 | -3
- Cc1nccn1CCC(=O)NC1CCCc2c1cnn2-c1ccc(C(C)(C)C)cc1 (stereo unspecified)
  0 | -10
- COc1cccc(-n2cc(CNCc3cn(C)nc3-c3ccccc3F)cn2)c1
  7 | -33
- COC(=O)c1c(C(C)=O)cnc2ccc(Br)cc12
  2 | -15
- COc1ccc2[nH]c3c(=O)n(Cc4ccc(C(=O)N5CCCCCC5)cc4)c(=S)[nH]c3c2c1
  -1 | 40
- Cc1cc(Cl)ccc1OCC(=O)N(Cc1ccco1)c1c(N)n(Cc2ccccc2)c(=O)[nH]c1=O
  -5 | 6
- CCN(CC)S(=O)(=O)c1ccc(NC(=O)CCC2CCCCC2)cc1
  7 | -18
- Cc1cc(S(=O)(=O)NC2CCCCC2)ccc1OCC(=O)NCC1CCCO1 (stereo unspecified)
  9 | -9
- CN(C)C1CCN(C(=O)c2cccc(OC3CCN(S(=O)(=O)N(C)C)CC3)c2)C1 (stereo unspecified)
  6 | -11
- CCCOC(=O)/C(=C\c1ccc([N+](=O)[O-])o1)NC(=O)c1ccccc1
  -10 | -9
- Cc1ccc(NC(=O)c2ccc(F)cc2F)cc1
  6 | -12
- COc1ccc(/C=C2\SC(=O)N(CCNC(=O)C3=COCCO3)C2=O)cc1
  -15 | 20
- CC[C@@]12C(=O)N(c3cccc(C)c3)C(=O)N1[C@H](c1ccc(OC)cc1)[C@@H]1C(=O)N(C(C)(C)C)C(=O)[C@@H]12
  -8 | -4
- O=C(OCc1cc2ccccc2[nH]c1=O)c1ccncc1
  -8 | 6
- COCCN1C2=C(C(=O)CC(C)(C)C2)C(c2ccc(OC)c(OC)c2)C2=C1CC(C)(C)CC2=O
  -7 | 6
- COCCNC(=O)C12CC3CC(C1)CC(c1ccccc1)(C3)C2
  -6 | -4
- Cc1nnc(-c2cnn(C)c2N)n1Cc1ccc2c(c1)OCO2
  -3 | -1
- C[C@H](NC(=O)c1ccccc1Cl)C(=O)OCc1cn2cc(Cl)ccc2n1
  7 | -15
- COc1ccc(NC(=O)CSc2nnnn2C)cc1
  1 | -12
- CSC1=C(C#N)C(c2ccc(C)cc2)C2=C(CCCC2=O)N1 (stereo unspecified)
  3 | -4
- COc1ccccc1-c1cnc(C(O)c2cccc(C)c2C)[nH]1 (stereo unspecified)
  4 | -10
- Cc1[nH]c2ccccc2c1C(c1ccccn1)c1c(C)[nH]c2ccccc12
  -9 | 12
- O=C(Nc1ccc(Cl)c(C(F)(F)F)c1)[C@@H]1CC=C[C@@H]2CCN(Cc3ccccc3)C(=O)[C@@H]21
  -3 | 10
- CCN(CC(=O)Nc1ccc2c(c1)OCCO2)Cc1cc(=O)n2ccsc2n1
  -1 | 3
- CC(=O)c1c(C)[nH]c(C(=O)NC2=NCCS2)c1C
  5 | 20
- CC(NC(=O)c1c(F)cccc1Cl)c1ccc(-n2ccnc2)cc1 (stereo unspecified)
  -10 | -3
- COc1cccc(/C=C/C(=O)Nc2ccc3[nH]c(=O)[nH]c3c2)c1
  1 | 4
- Cc1ccc(/C=C(\C#N)C(=O)Nc2ccccn2)o1
  10 | -8
